Screening results (PubChem)
PfHsp40 yeast: rescue of PfHsp40-mediated yeast toxicity; 340,000 compounds, 0.68% hits; AID 504582; S. cerevisiae expressing PfHsp40, growth rescue, ATP luminescence; growth rescue, % at 12.5 µM; in the data active = growth rescue above about 28%, passing the limit was not always enough; inconclusive = no clear call, values can overlap the other calls;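 note: yeast W303a lacking pdr1 and pdr3 grown in galactose medium; growth measured after three days at 30 °C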
BioA inh: blocks M. tuberculosis BioA enzyme activity; purified M. tuberculosis BioA enzyme, plate reader; inhibition, % at 9.99 µM; 360,000 compounds, 0.096% hits; in the data active = inhibition above about 40%; inconclusive = no clear call, values can overlap the other calls
Y pestis TopoI: blocks Yersinia pestis topoisomerase I activity; Y. pestis Topo-I cleavage product accumulation, plate reader; activity, % at 10 µM; 360,000 compounds, 0.064% hits; AID 504884; in the data active = activity above about 50%, passing the limit was not always enough; inconclusive = no clear call, values can overlap the other calls; note: inactives centre near 2
TcdB GH inh: inhibitors of Clostridioides difficile toxin B glycohydrolase. P18177. TcdB glycohydrolase enzymatic assay, plate reader. inhibition, % at 9.99 µM. 350,000 compounds, 0.24% hits. AID 652162; in the data active = inhibition above about 10%
Target sequence (P18177 whole entry, looked up): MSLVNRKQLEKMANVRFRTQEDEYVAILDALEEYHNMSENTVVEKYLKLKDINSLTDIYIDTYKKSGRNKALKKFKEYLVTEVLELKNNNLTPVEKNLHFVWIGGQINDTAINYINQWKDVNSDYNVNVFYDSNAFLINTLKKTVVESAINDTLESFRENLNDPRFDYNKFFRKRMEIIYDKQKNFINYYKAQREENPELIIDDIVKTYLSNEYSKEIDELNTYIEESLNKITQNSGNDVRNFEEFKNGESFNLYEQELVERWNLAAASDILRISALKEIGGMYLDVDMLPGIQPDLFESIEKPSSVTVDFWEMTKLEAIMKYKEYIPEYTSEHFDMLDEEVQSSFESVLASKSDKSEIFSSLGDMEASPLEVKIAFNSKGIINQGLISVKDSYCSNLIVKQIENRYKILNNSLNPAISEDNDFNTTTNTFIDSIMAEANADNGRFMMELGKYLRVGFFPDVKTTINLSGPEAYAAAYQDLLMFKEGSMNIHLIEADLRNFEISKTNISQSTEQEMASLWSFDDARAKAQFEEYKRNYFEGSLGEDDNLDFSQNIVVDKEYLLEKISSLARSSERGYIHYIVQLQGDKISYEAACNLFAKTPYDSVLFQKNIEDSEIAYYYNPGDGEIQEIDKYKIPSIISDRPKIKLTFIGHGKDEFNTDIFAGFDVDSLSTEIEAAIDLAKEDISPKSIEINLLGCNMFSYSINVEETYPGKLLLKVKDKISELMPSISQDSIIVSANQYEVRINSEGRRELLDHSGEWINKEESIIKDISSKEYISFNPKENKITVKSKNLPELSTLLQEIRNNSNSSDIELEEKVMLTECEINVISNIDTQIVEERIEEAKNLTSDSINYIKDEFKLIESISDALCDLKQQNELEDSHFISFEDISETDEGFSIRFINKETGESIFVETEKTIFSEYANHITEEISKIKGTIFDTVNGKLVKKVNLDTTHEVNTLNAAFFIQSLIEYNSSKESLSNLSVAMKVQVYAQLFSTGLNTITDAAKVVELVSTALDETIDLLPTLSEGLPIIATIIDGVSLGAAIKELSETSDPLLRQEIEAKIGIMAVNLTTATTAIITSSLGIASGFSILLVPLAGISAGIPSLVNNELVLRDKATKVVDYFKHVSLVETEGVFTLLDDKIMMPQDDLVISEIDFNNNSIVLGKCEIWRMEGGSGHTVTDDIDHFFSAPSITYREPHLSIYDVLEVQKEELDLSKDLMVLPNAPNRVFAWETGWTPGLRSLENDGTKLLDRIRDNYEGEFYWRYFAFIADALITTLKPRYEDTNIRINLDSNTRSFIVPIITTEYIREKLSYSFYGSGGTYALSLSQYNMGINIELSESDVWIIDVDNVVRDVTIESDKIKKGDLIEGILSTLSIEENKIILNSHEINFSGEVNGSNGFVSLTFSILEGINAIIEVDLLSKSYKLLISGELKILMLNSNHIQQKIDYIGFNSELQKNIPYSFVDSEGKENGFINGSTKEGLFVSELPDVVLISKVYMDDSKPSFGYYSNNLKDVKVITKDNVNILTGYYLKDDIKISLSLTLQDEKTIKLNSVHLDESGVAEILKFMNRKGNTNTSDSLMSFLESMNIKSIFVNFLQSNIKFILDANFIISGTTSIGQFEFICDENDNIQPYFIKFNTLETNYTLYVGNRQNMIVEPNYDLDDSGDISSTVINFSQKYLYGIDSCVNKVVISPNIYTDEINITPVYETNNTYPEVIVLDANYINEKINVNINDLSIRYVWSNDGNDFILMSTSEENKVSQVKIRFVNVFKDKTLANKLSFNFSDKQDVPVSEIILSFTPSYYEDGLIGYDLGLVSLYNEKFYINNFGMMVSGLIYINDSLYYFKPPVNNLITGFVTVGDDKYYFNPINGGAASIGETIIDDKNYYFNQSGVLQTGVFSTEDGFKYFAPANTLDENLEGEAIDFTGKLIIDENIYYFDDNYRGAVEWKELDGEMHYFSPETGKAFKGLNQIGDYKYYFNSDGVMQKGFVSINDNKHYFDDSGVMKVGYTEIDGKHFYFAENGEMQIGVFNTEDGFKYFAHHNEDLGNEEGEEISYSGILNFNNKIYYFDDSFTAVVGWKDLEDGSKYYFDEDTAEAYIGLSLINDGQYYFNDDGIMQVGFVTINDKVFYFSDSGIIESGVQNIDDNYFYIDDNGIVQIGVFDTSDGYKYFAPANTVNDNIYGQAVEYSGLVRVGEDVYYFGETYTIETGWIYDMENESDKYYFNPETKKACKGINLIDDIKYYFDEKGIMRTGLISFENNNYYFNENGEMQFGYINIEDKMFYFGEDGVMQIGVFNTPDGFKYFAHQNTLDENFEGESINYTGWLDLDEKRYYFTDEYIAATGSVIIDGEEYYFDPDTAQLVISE
FBA Mtb inh: inhibitors of M. tuberculosis fructose-bisphosphate aldolase. purified M. tuberculosis FBA, fluorescence read-out. P9WQA3. inhibition, % at 1 µM. 360,000 compounds, 2.3% hits; in the data active = inhibition above about 27%;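 note: 0% = vehicle and 100% = reference inhibitor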
GDH-TPI counter: counter-screen for M. tuberculosis FBA inhibitors: GDH-TPI coupled enzymes; GDH-TPI coupled enzyme counterscreen, NADH absorbance; inhibition, % at 4.8 µM; 360,000 compounds, 1.2% hits; in the data active = inhibition above about 30%;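 note: 0% = DMSO wells and 100% = wells lacking the enzyme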
Mtb UGM inh: inhibitors of M. tuberculosis UDP-galactopyranose mutase. purified UGM, fluorescence polarization probe displacement. inhibition, % at 10 µM. 320,000 compounds, 0.06% hits; in the data active = inhibition above about 10%, passing the limit was not always enough; inconclusive = no clear call, values can overlap the other calls
BH1578 lux ind: induces V. cholerae light production without autoinducers | V. cholerae BH1578 lux reporter, luminescence, 6 h | activation, % at 18.7 µM | 350,000 compounds, 0.16% hits; in the data active = activation mostly above about 9.7%, no sharp cut-off; inconclusive = no clear call, values can overlap the other calls; inactive = mostly below about 3.7%; note: not every result past the cut was called active; inactives centre near 0; reference of the scale not given here
FadD28 FP inh: M. tuberculosis FadD28 bisubstrate binding inhibition; FadD28 bisubstrate probe binding, fluorescence polarization; 360,000 compounds, 0.22% hits; inhibition, % at 12.5 µM; in the data active = inhibition above about 8.5%, passing the limit was not always enough; inconclusive = no clear call, values can overlap the other calls
* = called active by the depositor; i = inactive; u = inconclusive; x = no result given; & = joins results of further samples.

SMILES,PfHsp40 yeast,BioA inh,Y pestis TopoI,TcdB GH inh,FBA Mtb inh,GDH-TPI counter,Mtb UGM inh,BH1578 lux ind,FadD28 FP inh
COC(=O)[C@H](C)NC(=O)Nc1ccc(S(N)(=O)=O)cc1,-0.4,0.1,-2,x,2,1,4.4,i,0.3
CSc1nc(N)nc(C2CC2)n1,-0.6,-1.2,-3,-0.7,0,-12,-0.4,1.6,-1.7
CC1(C(=O)NS(=O)(=O)c2ccc(Cl)cc2)CCN1C(=O)c1ccco1 (stereo unspecified),x,-0.5,-3,-1.9,-1,12,x,0.6,0.5
COc1ccc(CCNC(=O)Cn2c(=O)oc3ccccc32)cc1OC,0.0,19,-3,x,3,5,2.7,i,-1.4
COc1ccc(OCCn2c(=N)n(CCO)c3ccccc32)cc1,1.9,0.3,6,x,3,10,-0.4,-1.3,0.2
COc1cccc(OCc2cc(C3Nc4ccccc4C(=O)N3Cc3ccco3)ccc2OC)c1 (stereo unspecified),1.9,12,14,x,13,3,x,5.3,-2.1
CC(=O)c1c(N2CCN(c3ccccc3)CC2)nc(=S)n(-c2ccccc2)c1C,0.1,2.2,19,x,-2,6,-1.1,x,-2.8
COc1ccc(C2=NN(CC(=O)NCc3ccco3)C(=O)CC2)cc1,0.7,x,0,x,1,1,1.3,-0.3,-3.3
Cc1cc(C(=O)NCCc2ccc(Cl)cc2)c(C)o1,52*,1.4,9,1.6,1,-6,1.0,0.2,-2.7
C=CCOc1c(Cl)cc(CNc2ccc(N(C)C)cc2)cc1OC,0.0,0.0,-3,x,0,14,3.2,0.6,-1.6
Cc1ccc(NC(=O)CN2C(=O)NC(C)(C)C2=O)cc1S(=O)(=O)N1CCCCCC1,1.9,0.0,2,0.8,1,-4,x,-1.2,-5.8
c1ccc(-c2ccccc2OCCCCN2CCCCC2)cc1,-1.5,x,9,x,-2,6,-0.4,-0.2,-4.6
CCn1cnc2cc(NS(=O)(=O)c3ccc(C)cc3)ccc21,0.3,-2.4,-7,x,-2,2,-2.2,-0.1,-1.7
CC1=NN(c2ccccc2)C(=O)/C1=C\C=C1/N(C)c2ccccc2C1(C)C,-2.0,x,-1,2.0,-43,7,1.0,-0.2,1.1
COc1ccc(C2OC34CCCCC3C(C#N)(C#N)C2(C#N)C(=N)O4)cc1 (stereo unspecified),0.3,-7.9,1,x,39*,-11,2.8,-0.4,4.9
COc1ccc(OC)c(CNn2c(-c3ccccc3F)nc3ccccc3c2=O)c1,-0.9,-0.7,19,1.8,-2,-1,0.8,-0.6,-1.8
Cn1c(N)c(C(=O)COC(=O)CC(NC(=O)c2ccccc2Cl)c2ccccc2)c(=O)n(C)c1=O (stereo unspecified),1.0,x,-12,2.5,0,-1,-0.4,-0.4,-4.5
Cc1c(C)c2cc(Cl)c(OCC(=O)N3CCN(c4ccc(F)cc4)CC3)cc2oc1=O,0.1,-1.6,2,-0.9,0,4,0.6,-0.2,-2.3
CC(C)(C)OC(=O)N(CCc1ccccc1)Cc1ccc(OCc2cccc(NC(=O)C3CCC3)c2)cc1,25,-1.2,37,-0.5,0,6,x,-0.7,-2.8
CC(C)C[C@H]1CNC(=O)C(=O)N1C[C@H](C)NC(=O)Cc1ccccc1,-0.5,0.7,3,1.0,1,2,4.7,-0.4,1.5
N=c1oc2ccc(Cl)cc2cc1C(=O)Nc1ccc(F)cc1,1.7,-0.8,-4,0.2,2,5,-1.6,0.3,-0.6
O=C(N=C1SC2CS(=O)(=O)CC2N1c1cc(Cl)ccc1Cl)C1CCCO1 (stereo unspecified),-0.6,x,5,2.3,-3,-1,-0.6,-0.7,0.3
CCN(CC)C(=O)C1=C(C)NC(=S)NC1c1cccs1 (stereo unspecified),1.2,x,-7,-4.4,-4,-6,-1.9,0.1,0.0
Cc1cc(C)cc(NC(=O)C(OC(=O)C2=COCCO2)c2ccccc2)c1 (stereo unspecified),-0.4,x,3,x,1,2,2.5,-0.4,-0.9
NC(=O)N/N=C/c1ccc(N2CCOCC2)s1,0.6,x,-5,-12,1,25,-0.7,3.6,-1.4
CCOC(=O)C1=C(CNCc2ccc(F)cc2)NC(=O)NC1c1cccc([N+](=O)[O-])c1 (stereo unspecified),-0.1,0.0,14,-0.2,0,9,1.9,-0.5,-1.5
COc1ccc(C(CNC(=O)Cc2c(F)cccc2Cl)N2CCCCC2)cc1 (stereo unspecified),-2.2,0.0,-2,0.2,-2,-1,-2.2,-0.4,-2.5
CCCCNc1nc2ccccc2nc1NS(=O)(=O)c1ccc(F)cc1,-1.6,0.1,-6,0.2,10,20,2.2,-0.9,0.0
S=C(c1nc2ccccc2[nH]1)N1CCOCC1,-0.2,0.1,-2,x,2,2,-0.6,-0.3,-2.9
Cc1ccc(C)c(NC(=O)CCC(=O)N2CCOc3ccccc32)c1,-0.8,0.4,0,0.6,-2,0,-1.6,-0.3,-2.9
CC(=O)N1CCC(=NNc2ccc(S(N)(=O)=O)cc2[N+](=O)[O-])CC1,-0.5,4.4,6,-0.3,-3,11,-0.8,-0.3,1.0
CCc1nc2ccc(C(=O)NCCCN(C)C)cn2c1N(C)Cc1ccc(OC)cc1,x,2.2,1,0.5,1,-9,x,0.4,-0.1
NC(=O)c1cc(C(=O)c2ccc(Cl)cc2Cl)c[nH]1,1.3,x,0,0.8,-4,-3,-1.6,0.6,0.5
COC(=O)c1cn(NC(=O)C2CCCCC2)c(=O)c2ccccc12,-0.3,2.3,1,x,5,2,-1.1,6.5,-2.0
O=C(CN1CCCCCC1)OCCN=C1NS(=O)(=O)c2ccccc21,-2.0,-1.4,-5,x,-4,5,-0.4,i,-1.7
COc1ccc(NC(=O)C23CC4CC(CC(Cl)(C4)C2)C3)cc1S(=O)(=O)N1CCOCC1,-0.9,-1.5,38,1.4,-1,11,-2.5,i,-2.7
Cc1ccc(NC(=O)CN2c3cccc4cccc(c34)S2(=O)=O)cc1S(=O)(=O)N1CCOCC1,2.7,x,16,x,7,-1,0.9,-0.2,-1.4
Cc1ccc2c(c1)C1(SCCS1)C(=O)N2,0.7,-1.1,-3,x,0,-6,0.6,0.1,-10
OCC(O)CNC(=S)NC1CCCCC1 (stereo unspecified),-1.9,x,0,-1.8,-1,-3,0.2,-0.4,-2.3
CCC(C)C(=O)Nc1nnc(-c2cccs2)s1 (stereo unspecified),2.3,-0.8,-8,x,32*,10,3.3,i,-1.7
Cn1c(=O)oc2cc(S(=O)(=O)Nc3ccccc3)ccc21,1.5,x,-9,-0.7,1,-5,-1.0,-0.5,-2.3
CC(=O)c1sc(NS(=O)(=O)c2ccc(C)cc2)nc1C,-0.2,x,-5,-0.7,3,23,0.6,-0.5,-1.0
O=C(Nc1ccc(C(=O)N2CCC(N3CCOCC3)CC2)cc1)c1ccc(Br)o1,-0.5,-0.3,0,-0.5,-2,-1,-2.0,i,-3.5
CC1CN(c2cnn(C(C)C)c(=O)c2Cl)CC(C)O1 (stereo unspecified),-2.3,0.9,-6,-0.2,-1,13,-2.1,i,-0.6
CCNC(=O)C1(C)CCCN(C(=O)c2nc3ccccc3s2)C1 (stereo unspecified),x,-0.1,-1,-0.4,2,12,x,-0.2,-1.5
N#Cc1ccccc1OCC(=O)NC1CCCCC1,-0.2,0.7,6,1.6,1,3,1.6,-3.4,-1.2
COc1cccc(CCNCc2ccc(SC)cc2)c1,-0.5,-1.0,-3,x,2,1,2.5,i,u
N#Cc1c(-c2ccc(Cl)cc2)c(-c2ccc(Cl)cc2)nn(CCOC(=O)CCC(=O)O)c1=O,-1.4,x,14,0.9,6,13,x,i,-0.7
COc1ccc(-c2cc(C(=O)NCC3CCCCC3)[nH]n2)c(C)c1,x,-0.2,14,-1.0,-5,6,x,i,-1.6
O=C(O)CCCCCNS(=O)(=O)c1ccc2c3c(cccc13)C(=O)N2,-0.3,1.4,3,0.7,40*,10,0.8,0.7,-3.4
CCCCc1nc(N2CCOCC2)c(C#N)c2c1CCCC2,-1.1,5.9,23,x,15,9,-3.1,6.7,-1.4
Cc1cc(C)c(NC(=O)C(C)OC(=O)c2cc(Br)c(Br)s2)c(C)c1 (stereo unspecified),0.2,x,-6,x,-4,-4,1.4,1.4,-2.7
O=C(Cc1cccs1)Nc1nnc(SCC(=O)NC2CCCCC2)s1,1.5,-1.4,-4,x,1,-2,1.7,i,-2.2
CN(C)/C=C1\N=C(c2ccc3c(c2)OCO3)OC1=O,-0.5,-3.5,1,x,6,53*,3.2,-0.4,0.1
O=C(/C=C/c1ccccc1)c1ccc2c(c1)OCCCCO2,3.2,-0.2,20,x,2,19,1.5,i,-2.5
Cc1noc(C)c1NC(=O)Nc1ccc2c(c1)C(=O)N([C@H](C)CO)C[C@H](C)[C@@H](CN(C)S(C)(=O)=O)O2,0.3,-0.8&-0.8,1,0.8&1.6,6,9,5.7,-0.7,-0.8
CCCn1c(=O)c(C(=O)NCc2ccncc2)c(O)c2ccccc21,19,-1.2,18,x,0,15,0.2,x,-1.2
COc1cccc(CC(=O)Nc2nc(-c3ccc(F)c(F)c3)cs2)c1,-1.2,-1.8,-4,4.4,2,5,-0.1,-0.4,1.5
O=C(CN(CCO)c1ccccc1)Nc1ccc(Cl)c(S(=O)(=O)N2CCOCC2)c1,1.7,-0.9,-2,1.8,1,1,-2.2,i,0.9
CC(C)n1ncc2c(C(=O)N3CCN(Cc4cccs4)CC3)cc(C3CC3)nc21,x,0.8,33,1.7,-1,6,x,-0.5,-0.3

Results in FadD28 FP inh (two entries from above):
canonical_smiles	FadD28 FP inh
O=C(Cc1cccs1)Nc1nnc(SCC(=O)NC2CCCCC2)s1	-2.2
CN(C)/C=C1\N=C(c2ccc3c(c2)OCO3)OC1=O	0.1

The listing continues.
SMILES,PfHsp40 yeast,BioA inh,Y pestis TopoI,TcdB GH inh,FBA Mtb inh,GDH-TPI counter,Mtb UGM inh,BH1578 lux ind,FadD28 FP inh
CN(C)S(=O)(=O)c1ccc(S(=O)(=O)NC2CCOC(C)(C)C2)cc1 (stereo unspecified),-0.1,-1.0,8,x,0,3,-3.4,-1.5,-0.1
Cc1ccc(F)cc1NC(=O)N1CCNC(=O)C1CC(=O)Nc1cc(Cl)ccc1Cl (stereo unspecified),-1.3,-0.3,9,-0.6,4,1,3.2,0.8,-2.0
CCc1ccc(C(O)c2ncc(-c3ccc(C(F)(F)F)cc3)[nH]2)cc1 (stereo unspecified),x,-1.8,-2,0.9,0,16,x,-0.7,-1.9
COc1ccc(Cc2nnc(SCC(=O)NCCc3ccccc3)o2)cc1,0.5,0.6,8,x,0,7,0.5,-2.8,-3.7
CCn1cnc2cc(NCc3ccc(C)cc3)ccc21,0.4,-1.2,-13,x,14,19,2.7,-5.0,1.1
CC(=O)Nc1cc(C)c(S(C)(=O)=O)c(C)c1,-0.9,x,-4,x,0,-7,-2.6,-0.6,-2.4
Cc1ccc(-c2nnn(CC(=O)N(c3ccccc3F)C(C(=O)NC3CCCC3)c3ccco3)n2)o1 (stereo unspecified),-1.4,x,5,1.2,1,-1,-2.6,-0.9,-1.8
O=C(Nc1ccc2c(c1)OCCO2)C(c1ccnc2ccccc12)N1CCN(C/C=C/c2ccccc2)CC1 (stereo unspecified),x,-0.1,x,1.0,4,x,x,x,-2.3
CCCn1c(SCC(=O)Nc2nc(C)c(C(=O)OC)s2)nnc1C(C)C,-0.8,-0.2,10,x,1,12,1.8,-1.0,-0.1
CCN(CC)C(=O)C1=C(C)N(CCCN2CCCC2=O)C(=O)C(CC(=O)NC2CC2)C1 (stereo unspecified),x,-0.4,5,1.2,0,-5,x,-1.1,0.1
